KDM5B inh: inhibitors of human KDM5B histone demethylase | KDM5B demethylase, FDH-coupled NADH fluorescence (FDH is formaldehyde dehydrogenase) | Potency, µM (series often up to 57.7 µM), without a hit: at the highest dose activity change, negative = inhibition, actives largely listed as inhibitors | 220,000 compounds, 2.6% hits | AID 1347165; active = well fitted inhibition curve with a large enough effect; inconclusive = small, poorly fitted or top-dose-only effect; inactive = no such curve, though single readings can be large or run the other way; also: 0% is about no effect; nearly all actives have a fitted effect of over 70% in size
Target sequence (Q9UGL1 whole entry, looked up): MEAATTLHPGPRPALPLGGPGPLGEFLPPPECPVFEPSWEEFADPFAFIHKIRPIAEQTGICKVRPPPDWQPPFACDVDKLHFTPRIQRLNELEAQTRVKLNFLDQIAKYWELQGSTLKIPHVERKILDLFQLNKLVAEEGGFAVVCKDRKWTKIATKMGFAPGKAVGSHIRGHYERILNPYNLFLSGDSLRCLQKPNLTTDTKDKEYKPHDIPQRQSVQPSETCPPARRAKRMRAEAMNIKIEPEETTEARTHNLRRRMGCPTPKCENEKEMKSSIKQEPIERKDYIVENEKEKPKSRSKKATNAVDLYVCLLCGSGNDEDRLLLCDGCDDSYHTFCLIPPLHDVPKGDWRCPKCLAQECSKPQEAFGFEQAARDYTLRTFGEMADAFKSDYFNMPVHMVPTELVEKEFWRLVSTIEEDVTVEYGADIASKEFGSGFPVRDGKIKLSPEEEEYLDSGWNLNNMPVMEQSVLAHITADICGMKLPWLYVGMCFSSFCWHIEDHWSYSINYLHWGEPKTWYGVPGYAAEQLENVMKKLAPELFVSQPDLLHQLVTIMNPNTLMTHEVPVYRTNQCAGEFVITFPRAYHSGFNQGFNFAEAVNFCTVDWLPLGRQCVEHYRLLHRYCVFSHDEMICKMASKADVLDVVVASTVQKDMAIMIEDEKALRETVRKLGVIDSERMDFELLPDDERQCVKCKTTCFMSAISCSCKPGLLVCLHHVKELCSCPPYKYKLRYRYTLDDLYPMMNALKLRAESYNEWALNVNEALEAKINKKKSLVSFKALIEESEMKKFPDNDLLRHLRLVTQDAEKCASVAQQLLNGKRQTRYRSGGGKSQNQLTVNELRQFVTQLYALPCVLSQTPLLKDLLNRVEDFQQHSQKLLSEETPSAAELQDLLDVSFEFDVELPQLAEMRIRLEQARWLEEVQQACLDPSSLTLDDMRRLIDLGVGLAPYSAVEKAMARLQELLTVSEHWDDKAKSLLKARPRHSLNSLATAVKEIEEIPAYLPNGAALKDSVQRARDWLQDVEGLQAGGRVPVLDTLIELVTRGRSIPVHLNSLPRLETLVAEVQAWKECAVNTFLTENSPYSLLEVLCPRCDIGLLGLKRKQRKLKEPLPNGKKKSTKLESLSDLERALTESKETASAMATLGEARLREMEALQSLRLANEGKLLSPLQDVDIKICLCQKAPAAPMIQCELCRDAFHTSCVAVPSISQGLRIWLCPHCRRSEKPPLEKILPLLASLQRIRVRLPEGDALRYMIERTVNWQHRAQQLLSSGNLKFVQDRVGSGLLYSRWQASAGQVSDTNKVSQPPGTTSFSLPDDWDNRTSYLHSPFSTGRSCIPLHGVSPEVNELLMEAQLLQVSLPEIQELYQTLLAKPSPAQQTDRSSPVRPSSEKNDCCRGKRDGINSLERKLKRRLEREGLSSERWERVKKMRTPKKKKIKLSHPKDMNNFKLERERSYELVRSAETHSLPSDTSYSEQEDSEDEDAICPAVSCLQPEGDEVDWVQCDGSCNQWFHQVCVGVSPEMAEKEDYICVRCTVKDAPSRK
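KDM5BΔAP (200 nM final) in 50 mM HEPES pH 7.5, 0.01% Tween-20 was preincubated 10 min at RT with compound over a concentration range. Substrate mix (H3K4me3 12.5 µM, α-KG 25 µM, Fe²⁺, ascorbate, NAD⁺, FDH) was added, and NADH fluorescence change over 30 min gave dose-response curves.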
* = called active by the depositor; i = inactive; ? = inconclusive; [ ] = dose if it differs, or a comment. Potency is read from the fitted curve at half-maximal effect. Not all compounds are listed; count on the stated rates, not on these rows.

structure | KDM5B inh
COc1ccc(Cn2c(C(=O)O)c(CNCCc3cccs3)c3ccc(OC)cc32)cc1 | -19%
COc1ccccc1-c1cc(C(=O)N2CCOCC2)c2cnn(C)c2n1 | -15%[149 µM]
COc1ccc(C(=O)NC2CCCN(c3cc(-c4ccc(F)cc4)[nH]n3)C2)cc1OC (stereo not drawn) | -20%
Cc1cc(C)cc(C(=O)OCCN2CCN(C3CN(Cc4cn(Cc5ccccc5F)nn4)S(=O)(=O)C3)CC2)c1 (stereo not drawn) | -9%
COc1cc(OC)c2c(C)c(CC(=O)Nc3ccc4c(c3)OCO4)c(=O)oc2c1 | -20%
Cc1cc(-c2cc3c(ccn3C(C)C)c(C(=O)NCc3c(C)cc(C)[nH]c3=O)n2)ccn1 | i
CC(C)COc1ccc(C2CC(=O)Nc3c(-c4ccccc4)csc32)cc1 (stereo not drawn) | -15%
COc1cccc(-c2cc3c(=O)n(CCNC(=O)c4ccc(C)cc4)ccn3n2)c1 | 18µM*
CCS(=O)(=O)c1ccccc1C(=O)N(Cc1cccnc1)c1nc2cc(C)c(C)cc2s1 | -23%
N#Cc1ccc(Sc2ccc(Oc3cccc(Sc4ccc(C#N)c(C#N)c4)c3)cc2)cc1C#N | 85%[activator]
Cc1cccc(NC(=O)c2cc(S(=O)(=O)N3CCN(c4ccccc4F)CC3)ccc2F)c1C | -16%
CCOCCCNC(=O)Cn1ccc2cc(S(=O)(=O)N3CCCCC3)ccc21 | 7%
C/C(=N\NC(=O)c1cccs1)c1ccc(Br)cc1 | -7%
CCC(C(=O)Nc1ccccc1C(=O)OC)n1c(C)c2cnn(-c3ccccc3)c(=O)c2c1C (stereo not drawn) | -14%
OC[C@@H]1CN(C2CCC2)C[C@H]1c1nc(-c2ccncc2)no1 | 0%
N#CC1=C(N)OC2=C(C(=O)CC(c3ccccc3)C2)C1c1cccs1 (stereo not drawn) | -1%
COCc1c(C(=O)NCC2COc3ccccc3O2)oc2ccccc12 (stereo not drawn) | 2%
O=c1[nH]c(C2CCCN(Cc3ccc(-c4cccs4)cc3)C2)nc2ccc(F)cc12 (stereo not drawn) | ?
O=C(c1cccs1)N(Cc1ccc2cc[nH]c2c1)C1CC1 | 16%
CC(=O)Nc1ccc(CN2CCn3c(nnc3-c3ccccc3)C2)cc1 | -24%
Cc1onc(-c2ccccc2)c1C(=O)N1CCOCC(O)(CN2CCCC2)C1 (stereo not drawn) | ?
CCOc1ccc(NC(=O)Cn2nnc(C(=O)NCCc3ccccc3)c2N)cc1 | 4%
CNC(=O)[C@@H](C1CCCCC1)N1CCC[C@H]1C(=O)N1CCOCC1 | ?
Cn1cc(C(=O)NC2CC(c3cc(N4CCOCC4)ncn3)C2)cn1 (stereo not drawn) | 29%
COc1ccc(-c2ccnc(N[C@H]3CO[C@H]4[C@@H]3OC[C@@H]4NC(=O)Nc3ccc(C(C)=O)cc3)n2)cc1 | -10%
Cc1cc(C)cc(NS(=O)(=O)c2ccc3[nH]cc(C(=O)N(C)Cc4ccccc4)c(=O)c3c2)c1 | ?
Cc1ccccc1C(=O)N(CCCN(C)C)c1nc2ccc(F)cc2s1 | 5%
Cc1nccn1-c1ccccc1Cn1cc(-c2cncnc2)nn1 | -1%
Cc1ccc(-c2noc(-c3nc(-c4ccccn4)no3)n2)cc1 | -6%
CN(Cc1ccccc1)Cc1cn([C@H]2CO[C@H]3[C@@H]2OC[C@@H]3NC(=O)NC2CCCCC2)nn1 | -17%
CN(C)c1ccc(CNC(=O)CCCN2C(=O)CCn3nc(-c4cn(C)c5ccccc45)cc32)cc1 | ?
CC1=C[C@@H](CNC(C)C)[C@H](C(C)C)C[C@H]1Cc1nnc(C(C)(C)C)o1 | 8%[86.2 µM]
CC(C)(C)NC(=O)CN(C(=O)CNS(=O)(=O)c1ccc(Cl)cc1)c1ccc2c(c1)OCCO2 | 37%
COc1cc(Nc2nn(-c3ccc(OC(F)(F)F)cc3)nc2C(C)=O)cc(OC)c1 | 2%
COc1ccc(-c2noc(Nc3ccccc3)n2)cc1 | -5%
CCOC(=O)N1CCN(C(=O)c2ccc(N3CCCCS3(=O)=O)cc2Cl)CC1 | -14%
Cc1nc2ccc(C(=O)NCc3cc4n(n3)CCN(C(=O)N(C)C)C4)cc2o1 | 1%
COc1cccc(CNC(=O)c2ccc(N3CCCC3)c(NC(=O)Nc3ccccc3F)c2)c1 | -4%
Cc1ccc(Cl)cc1NC(=O)CN1C(=O)C(C)(C)c2cc(S(=O)(=O)N3CCCCC3)ccc21 | -20%[11.5 µM]
CN1C(=O)C(c2ccccc2)CC12CCN(Cc1ccc(C#N)cc1)CC2 (stereo not drawn) | ?
CC(=O)NCCC(=O)N1CCCC(c2[nH]ncc2-c2ccc(C)cc2)C1 (stereo not drawn) | -4%
CCCNC(=O)C(NC(=O)c1cccc(C)c1)C1CCN(C(=O)c2ccc(C)cc2)CC1 (stereo not drawn) | 8%
COC[C@@H]1[C@@H](NC(=O)c2ccc3c(c2)ncn3C)[C@@H]2CCO[C@H]12 | -6%
COCCN1C(=O)c2ccc(C(=O)Nc3cccnc3)cc2C1=O | 13%
CCOCCCNC(=O)CCSc1ccccc1 | 18%
Cc1cc(Br)ccc1SCC(=O)OCC(=O)NCc1ccco1 | ?
O=C(CSc1nc2ccccc2s1)c1ccc2c(c1)OCCCO2 | -23%
CCCNC(=O)C(C)OC(=O)c1cc2ccc(OC)cc2nc1C (stereo not drawn) | ?

Reformatted as labelled records: part of the list above.
canonical_smiles: CCCNC(=O)C(NC(=O)c1cccc(C)c1)C1CCN(C(=O)c2ccc(C)cc2)CC1 (stereo not drawn)
  KDM5B inh = 8%
canonical_smiles: CCOCCCNC(=O)CCSc1ccccc1
  KDM5B inh = 18%

Continued:
structure | KDM5B inh
Cc1nc(-c2ccccc2)sc1CCNS(=O)(=O)c1ccc(Br)cc1 | ?
COC(=O)c1c(C)[nH]c(C(=O)N2CCCC2c2ccc(OC)c(OC)c2)c1C (stereo not drawn) | 26%
C=CCN(Cc1ccc(C#N)cc1)Cc1cccnc1 | -7%
Cn1ncc(N2CCC(NC(=O)c3ccc4c(c3)OCO4)CC2)cc1=O | 17%
Cc1ccc(C)c(NC(=O)CN2C(=O)NC(c3ccccc3Cl)C3=C2COC3=O)c1 (stereo not drawn) | -6%
CCOC(=O)c1cnc2cc(-c3ccc(OCC)cc3)nn2c1-c1ccccc1 | ?
O=C(COc1ccc(Cl)cc1)N1CCC(Oc2ncccc2C(=O)N2CCCCC2)C1 (stereo not drawn) | -7%
c1cc(-c2ccn[nH]2)ccn1 | 3%
O=C(NCCc1c[nH]c2ccccc12)c1cnc2ccccc2n1 | -6%
CCOC(=O)N1CCN(C(=O)C[C@H]2C[C@@]3(C(=O)OC)C(=C[C@H](COCc4ccccc4)O[C@@H]3C)N(CCc3ccc(OC)c(OC)c3)C2=O)CC1 | 17%
O=C(NCc1nnc2n1C(C(=O)NCc1ccc(F)cc1)CC2)c1cccnc1 (stereo not drawn) | 6%[115 µM]
O=C(NCC(O)c1ccccc1)c1nc(-c2cccc3[nH]ccc23)no1 (stereo not drawn) | 9%
Cn1ccnc1C(=O)N1CC[C@H]2C(=O)NCCCCCCN(Cc3ccncc3)[C@@H]2C1 | ?
Cc1ccc(CNC(=O)c2c(Nc3c(C)cccc3C)sc(C(=O)c3ccccc3)c2N)cc1 | ?
COc1ccccc1C(O)c1nccn1C (stereo not drawn) | 23%
Cc1ccc(NC(=O)C2CCCN2S(=O)(=O)c2ccc3c(c2)C(C)(C)C(=O)N3C)cc1 (stereo not drawn) | 3%
CCc1nn(CC(=O)N2CCCCC2)c(=O)c2cc3sc(C)cc3n12 | -15%
Cc1ccc2c(c1)c(-c1ccccc1)c(-c1ccccc1)n2CCC#N | ?
COc1ccc(C(=O)N2CC[C@@H]3CN(S(C)(=O)=O)[C@@H]3C2)c(OC)n1 | -17%
Cc1c(Cl)cccc1NC(=O)Cn1nc(C)c2sc3ccccc3c2c1=O | -12%
NS(=O)(=O)c1ccc(NSc2ccccc2[N+](=O)[O-])cc1 | 7%
CCN(CC)Cc1cnc2c(C(=O)N3CCCCCCC3)cnn2c1 | 5%
CNCc1ccsc1 | -7%
COC(=O)c1cc(-c2nc3ccccc3[nH]2)c(-c2cccc(Cl)c2)nc1C | 10%
CCOC(=O)c1c(S(=O)(=O)NCC(=O)Nc2ccc(C)c(Cl)c2)c(C)n(C)c1C | -28%
O=C(Nc1ccc(F)cc1)C(Sc1cccc[n+]1[O-])c1ccccc1 (stereo not drawn) | 0%
CCOc1ccccc1NC(=O)C1CCCN(S(=O)(=O)c2cn(C)cn2)C1 (stereo not drawn) | -3%
O=c1[nH]ccn1C1CCN(Cc2ccc(C(F)(F)F)cc2)CC1 | -20%[86.2 µM]
CC1(C)CC(=O)C=C(Nc2ccc(Cl)cc2)C1 | -6%
CCc1nnc(SCC(=O)Nc2ccc(Cl)cc2F)c2cc3occc3n12 | ?
CC1(CCCCN2CCOCC2)COc2ccc(C(=O)NCc3cccc(F)c3)cc2N1 (stereo not drawn) | 28µM*
C=CCNC(=O)NC(=O)CN(C)CCOc1cccc(C)c1 | 27%

Part of the list above, with values ahead of the structure.
KDM5B inh	mol
27%	C=CCNC(=O)NC(=O)CN(C)CCOc1cccc(C)c1
-3%	CCOc1ccccc1NC(=O)C1CCCN(S(=O)(=O)c2cn(C)cn2)C1 (stereo not drawn)
-6%	CC1(C)CC(=O)C=C(Nc2ccc(Cl)cc2)C1
?	CCc1nnc(SCC(=O)Nc2ccc(Cl)cc2F)c2cc3occc3n12
28µM*	CC1(CCCCN2CCOCC2)COc2ccc(C(=O)NCc3cccc(F)c3)cc2N1 (stereo not drawn)
-28%	CCOC(=O)c1c(S(=O)(=O)NCC(=O)Nc2ccc(C)c(Cl)c2)c(C)n(C)c1C
0%	O=C(Nc1ccc(F)cc1)C(Sc1cccc[n+]1[O-])c1ccccc1 (stereo not drawn)

Continued.
structure | KDM5B inh
CN(C(=O)CSc1nncn1-c1ccccc1)c1ccccc1 | 16%
O=C(NCc1ccccc1)C1COC2(CCN(C(=O)c3cccs3)CC2)N1C(=O)c1ccco1 (stereo not drawn) | 19%
Cc1cc(C(F)(F)F)n(CC(C)CNC(=O)c2cn(CCN)nn2)n1 (stereo not drawn) | 23%
O=C(NC1CCCCC1)[C@@H]1C[C@@H](O)CN1C1CCN(C(=O)c2cccs2)CC1 | 1%
CCOc1ccc(CC(=O)N2CC(c3nnc(-c4ccncc4)o3)C3(CCOCC3)C2)cc1 (stereo not drawn) | -9%
NC(=NC(=O)c1ccc(OCC(F)(F)F)nc1)c1ccccc1 | 12%
CN(C)C(=O)c1nc(-c2cccc(F)c2)c2cnccn12 | 35µM*
CN(C)C[C@@H]1CN(C)C[C@H]1NC(=O)c1cc(Cl)ccc1F | -25%
CCOc1ccc(NS(=O)(=O)c2ccc3[nH]cc(C(=O)N(C)C4CCCCC4)c(=O)c3c2)cc1 | -4%
CCOc1cccc(CN2CC[C@@](C)(O)[C@H](N3CCCC3)C2)c1 | ?
CN1CC(=O)N(C2CCCNC2)Cc2c(NCC3CCCCCC3)ncnc21 (stereo not drawn) | ?
Cc1ccc(-c2nonc2NC(=O)c2ccco2)cc1C | -11%
COc1ccc(C)cc1NC(=O)N1CC(C)Sc2ccccc21 (stereo not drawn) | 1%
O=C(CCC[C@@H]1[C@H]2CCCN3CCC[C@@H](CN1C(=O)C1CCOCC1)[C@@H]23)NCc1ccccc1 | 4%
CN1CCC(OC2CCN(S(=O)(=O)c3cccc(Br)c3)CC2)CC1 | 9%
COc1ccc(CN2CC(Oc3ccc(F)c(F)c3)C2)cc1 | -1%[149 µM]
O=C(Nc1oc2ccccc2c(=O)c1-c1ccc(Cl)cc1)c1ccc([N+](=O)[O-])cc1 | -12%
COc1cccc(CN2CCC(c3nn(Cc4ccccc4)c(=O)[nH]3)CC2)c1 | -10%
O=C(C1CCC1)N1CCc2cc(S(=O)(=O)N3CCN(c4ccccc4)CC3)ccc21 | -6%
COc1ccc(CCN2C(=O)CN(C3CCCCCC3)C(=O)C2c2ccccc2F)cc1OC (stereo not drawn) | 2%
N#C/C(=C/c1ccc(OCc2ccccc2Cl)cc1)c1nc2ccccc2s1 | -19%
O=C(C1CCCC1)N1CCn2c(nn(-c3ccc([N+](=O)[O-])cc3)c2=O)C1 | -6%
CC(C)CCN1CCc2c(sc3ncnc(N4CCOCC4)c23)C1 | ?
Cc1cc(C(=O)OCC(=O)Nc2ccc(F)c(F)c2F)c2ccccc2n1 | -9%
CCOC(=O)c1sc2ccccc2c1S(=O)(=O)Nc1ccc(OC)c(Cl)c1 | -18%
Cc1ccc(C2CC(=O)n3nc(-c4ccc(F)cc4)nc3S2)cc1 (stereo not drawn) | 11%[11.5 µM]
COc1ccc(-c2nc(NCCN3CCCCC3C)c3ccccc3n2)cc1 (stereo not drawn) | 477%[activator]
Cc1oc(-c2cccc(Cl)c2)nc1CN1CCC(C(=O)NCCCN2CCN(c3cccc(Cl)c3)CC2)CC1 | 2%
CCOc1ccc(C2c3c(oc4ccc(C)cc4c3=O)C(=O)N2CCCN(C)C)cc1 (stereo not drawn) | -19%
CCc1ccc(NC(=O)Nc2ccc3sc(NS(=O)(=O)c4ccccc4)nc3c2)cc1 | -6%
CCc1nc(-c2c3n(c(=O)n(Cc4ccc(C#N)cc4)c2=O)CCCC3)no1 | 16%
CCOc1ccccc1N1CCN(CC(=O)Nc2cc(Cl)ccc2Cl)CC1 | 19%
CCN(c1cccc(C)c1)S(=O)(=O)c1ccc(N2CCCCS2(=O)=O)cc1 | ?
O=C1CC(=O)CC(c2ccc(Cl)cc2)C1 | -18%

Assay outcomes from PubChem.
